# Bioassay records as filed in PubChem BioAssay.
# Tau fibril ThT: inhibitors of human tau fibril formation, thioflavin T binding. 270,000 compounds, 2.1% hits. recombinant tau K18 P301L (four-repeat tau fragment), heparin-induced fibrillization, ThT fluorescence. AID 1460. P10636. Potency, µM (top dose mostly 57.4 µM), without a hit: top-dose activity, negative = inhibition, hits mostly inhibitors; further: nearly all actives have a fitted effect of over 55% in size
#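 K18 P301L tau (15 uM + 0.24 uM Alexa 594-tagged), heparin 20 uM, NaOAc pH 7, 6 h 37 C; ThT 30 uM, 1 h RT, ex 450/em 510 nm.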
# Tau fibril FP: inhibitors of human tau fibril formation. K18 P301L tau heparin fibrillization, Alexa594 FP, 6 h. Potency, µM (top dose mostly 57.7 µM), without a hit: at the highest dose activity, negative = inhibition, usual class: inhibitors. 280,000 compounds, 0.39% hits. AID 1468; further: nearly all actives have a fitted effect of over 55% in size
#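 Steps: dispense K18 P301L tau (15 uM plus 0.24 uM Alexa 594 tracer, final) in pH 7 sodium acetate; add compound; add heparin (20 uM final); incubate 6 hr, 37 C; add ThT (30 uM final); after 1 hr ambient, read FP.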
# RGS12 GoLoco inh: RGS12 GoLoco-Gai1 interaction inhibition | 230,000 compounds, 0.44% hits | Potency, µM (series often up to 61.6 µM), without a hit: at the top dose activity, negative = inhibition, actives largely listed as inhibitors | P63096 | Gai1:RGS12 GoLoco peptide FP, rhodamine, 10 min; active means well fitted inhibition curve with a large enough effect, not every such curve was filed as active; inactive means no such curve, though single readings can be large or run the other way; further: nearly all actives have a fitted effect of over 30% in size; many of its hits are not listed in these tables
# KDM4E inh: blocks human JMJD2E demethylase activity; Potency, µM (top dose mostly 57.1 µM), without a hit: top-dose activity change, negative = inhibition, most hits filed as inhibitors; 230,000 compounds, 1.6% hits; AID 2147; JMJD2E catalytic domain, FDH-coupled NADH fluorescence (FDH is formaldehyde dehydrogenase); B2RXH2; active means well fitted inhibition curve with a large enough effect, not every such curve was filed as active; inconclusive means small, poorly fitted or top-dose-only effect, or another doubt; inactive means no such curve, though single readings can be large or run the other way;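 further: 0% = wells with enzyme and -100% = buffer wells without enzyme; nearly all actives have a fitted effect of over 50% in size; many of its hits are not listed in these tables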
# Target sequence (B2RXH2 1-337 limits assumed): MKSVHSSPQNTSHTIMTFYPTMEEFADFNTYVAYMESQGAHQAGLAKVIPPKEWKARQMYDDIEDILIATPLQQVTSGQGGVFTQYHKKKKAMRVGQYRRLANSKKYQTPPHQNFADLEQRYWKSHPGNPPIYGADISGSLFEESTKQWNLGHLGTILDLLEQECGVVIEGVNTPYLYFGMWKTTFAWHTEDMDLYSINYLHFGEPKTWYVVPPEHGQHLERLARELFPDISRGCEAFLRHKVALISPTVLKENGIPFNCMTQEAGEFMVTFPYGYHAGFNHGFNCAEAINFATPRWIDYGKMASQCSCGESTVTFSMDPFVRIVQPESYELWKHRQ
# L3MBTL1 inh: L3MBTL1 (human) inhibition; Potency, µM (highest dose often 57.1 µM), for inactives: at the top dose activity, negative = inhibition, actives largely listed as inhibitors; AID 485360; 230,000 compounds, 0.66% hits; Q9Y468; AlphaScreen L3MBTL1–H3K9me1 peptide binding; further: nearly all actives have a fitted effect of over 60% in size
#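 AlphaScreen assay: L3MBTL1 (50 nM final) was preincubated 30 min at room temperature with biotinylated H3(1-15)K9me1 peptide (75 nM final), then 30 min with library compounds; streptavidin donor and nickel chelate acceptor beads (10 ug/mL final) added, 30 min dark.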
# TexasRed fluor: counter-screen for TRb-SRC2 inhibitors: fluorescence interference. TRb/SRC2 Texas Red total fluorescence interference. Potency, µM (doses to about 106 µM), for the others: at the highest dose fluorescence change, negative = quenching. 280,000 compounds, 0.29% hits; active means well fitted curve in either direction with a large enough effect; inconclusive means small, poorly fitted or top-dose-only effect
#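 Flags fluorescent or light-absorbing compounds by total fluorescence, S + 2P, at 555 nm excitation and 632 nm emission. Mixture: 20 nM Texas Red SRC2 peptide, 0.6 uM human TRb LBD, 1 uM T3, 5% DMSO; compound exposure 5 h at ambient temperature.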
# TRb-SRC2 inh: inhibitors of human thyroid hormone receptor beta-SRC2 interaction. P10828. TRbeta-SRC2 peptide binding, fluorescence polarization; receptor liganded with 1 µM T3. Potency, µM (titrated, usually from 106 µM), for the others: at the highest dose activity change, negative = inhibition, usual class: inhibitors. 280,000 compounds, 0.065% hits;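 further: plate controls were bound peptide for no effect and peptide without receptor for full effect; nearly all actives have a fitted effect of over 50% in size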
#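 Human TRb ligand-binding domain (0.6 uM) is mixed with 20 nM Texas Red SRC2 peptide and 1 uM T3; after compound addition and 5 hr at ambient temperature, polarization is measured and normalized to unbound and bound controls.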
# RECQ1 helicase: blocks DNA unwinding by human RECQ1; RECQ1 DNA unwinding, red fluorescence kinetic read; Potency, µM (titrated, usually from 57.3 µM), without a hit: at the highest dose activity, negative = inhibition, usual class: inhibitors; 240,000 compounds, 0.54% hits;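 further: plate controls were vehicle for no effect and no enzyme for full effect; nearly all actives have a fitted effect of over 30% in size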
# Target sequence (P46063 whole entry, looked up): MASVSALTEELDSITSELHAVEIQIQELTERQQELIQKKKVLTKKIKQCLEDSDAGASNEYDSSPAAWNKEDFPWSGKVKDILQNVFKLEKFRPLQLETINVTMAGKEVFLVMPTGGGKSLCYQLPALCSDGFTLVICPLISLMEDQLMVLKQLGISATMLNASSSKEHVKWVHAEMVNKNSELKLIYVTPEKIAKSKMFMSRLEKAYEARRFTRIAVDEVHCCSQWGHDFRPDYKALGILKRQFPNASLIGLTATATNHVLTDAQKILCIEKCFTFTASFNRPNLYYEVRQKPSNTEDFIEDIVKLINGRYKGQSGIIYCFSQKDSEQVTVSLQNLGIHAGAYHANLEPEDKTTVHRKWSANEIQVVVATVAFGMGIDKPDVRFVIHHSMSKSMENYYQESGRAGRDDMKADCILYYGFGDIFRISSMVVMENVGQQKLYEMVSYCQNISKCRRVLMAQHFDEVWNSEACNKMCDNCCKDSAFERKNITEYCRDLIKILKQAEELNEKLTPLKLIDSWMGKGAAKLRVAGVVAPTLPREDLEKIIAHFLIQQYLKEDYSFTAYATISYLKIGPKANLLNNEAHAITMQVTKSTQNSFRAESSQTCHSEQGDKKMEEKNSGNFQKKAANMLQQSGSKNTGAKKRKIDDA
#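 50 nM RECQ1T1 preincubated 15 min with compound in Tris pH 8.0 buffer with MgCl2, DTT, Tween-20 and 2.5 ug/ml poly(dI-dC); started with 200 nM TAMRA/BHQ-2 forked duplex and 2 mM ATP. Unwinding read as fluorescence (525/598 nm), two reads 2 h apart.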
# * hit, by the source's call; i = inactive; ? = inconclusive; / = not tested or not shown; & = joins results of further samples; [ ] = remark or other dose. Unless noted, the call rests on the fitted dose curve; in most records, active means well fitted curve in the direction sought with a large enough effect; inconclusive means small, poorly fitted or top-dose-only effect, or another doubt; inactive means no such curve, though single readings can be large; an effect the other way counts as inactive or inconclusive. Unless noted, on the % scale 0 is the no-effect control and ±100 the full control effect; potency means the concentration at half of the fitted maximal effect. An excerpt (hit frequency here may not be typical).
SMILES,Tau fibril ThT,Tau fibril FP,RGS12 GoLoco inh,KDM4E inh,L3MBTL1 inh,TexasRed fluor,TRb-SRC2 inh,RECQ1 helicase
COc1ccc(NC(=O)C(Cc2ccccc2)NS(=O)(=O)c2ccc(Br)s2)cc1OC (stereo unspecified),-3%,?,/,/,/,-1%,7%,/
CC(C)CN1C(=O)c2ccc(C(=O)Nc3ccccn3)cc2C1=O,-13%,-2%,1%,3%,-4%,1%,5%,1%
O=C(Cn1ccc([N+](=O)[O-])n1)N1CCCCCC1,4%,1%,-6%,5%,-9%,2%,-7%,i
CCOC(=O)C1(C(F)(F)F)N=C(C(F)(F)F)Nc2ccc(F)cc21 (stereo unspecified),3%,2%,2%,3%,6%,0%,10%,i
O=C(/C=C/c1cccc([N+](=O)[O-])c1)NCCN1CCOCC1,0%,-8%,-6%,6%,-2%,-2%,1%,14%
CCC1=C(OC(=O)N(CC)CC)N2C(=O)OC(=NCC3CC3)[C@]2(C)[C@H]2C1=CC[C@H]1C(=O)N(CC)C(=O)[C@H]12,-5%&2%,0%&4%,4%&5%,?,/,-7%&-2%,-4%&0%,20%
Cc1ccc(OCC(=O)Nc2ccc(S(=O)(=O)N3CCOCC3)cc2)c([N+](=O)[O-])n1,-7%,-7%,6%,1%,3%,-2%,3%,i
CC(=O)N/N=C(\C)c1cccc(NC(=O)c2cccs2)c1,-14%,10%,9%,0%,5%,-1%,2%,-4%
CCCCn1c(O)c(N=NC(=O)Cn2c(C(F)(F)F)nc3ccccc32)c2ccccc21,-1%,-6%,3%,-2%,2%,-1%,4%,i
CCOc1cc(C(=O)OCC(=O)Nc2ccc(SC(F)F)cc2)cc(OCC)c1OCC,9%,4%,15%,0%,2%,0%,1%,1%
COC(=O)c1sc(N)nc1C(C)(C)C,-13%,-9%,-11%,-22%,-7%,-10%,-4%,2%
CCOC(=O)c1nnn(-c2nonc2N)c1CN(CC)CC,1%,-3%,3%,0%,/,3%,11%,-8%
CCS(=O)(=O)N1CCN(c2cc3c(cc2[N+](=O)[O-])n(C)c(=O)n3C)CC1,-12%,?,-4%,-17%,/,4%,-6%,-3%
COc1cc2c3c(c1OC)C1(C=CC(=O)C=C1)CC3N(C(C)=O)CC2 (stereo unspecified),-5%,11%,6%,5%,3%,0%,-10%,1%
Cc1ccccc1C(=O)Nc1cccc(C(=O)OCc2cc(=O)n3c(C)csc3n2)c1,-10%,1%,/,/,/,0%,9%,/
O=C(O)/C=C/c1cn(Cc2ccccc2)nc1-c1cccs1,0%,0%,3%,?,7%,-1%,1%,-1%
CCN(CC)S(=O)(=O)c1ccc(C(=O)NCCCn2ccnc2)cc1,0%,1%,-3%,9%,13%,-1%,5%,i
N#C/C(=C\c1ccc(O)cc1)C(=O)NCC1CCCO1 (stereo unspecified),-7%,8%,/,/,/,-5%,1%,/
O=[N+]([O-])c1ccc(-c2cnc(SCc3ccccc3Cl)[nH]2)cc1,14µM*,-4%,3%,-27%,-25%,-6%,-1%,?
COc1cc(/C=N/Nc2cccc(C)c2)ccc1OC(=O)c1cccs1,?,?,1%,-5%,-1%,-8%,-5%,-8%

# Next section, overlapping the part above by five compounds.
SMILES,Tau fibril ThT,Tau fibril FP,RGS12 GoLoco inh,KDM4E inh,L3MBTL1 inh,TexasRed fluor,TRb-SRC2 inh,RECQ1 helicase
O=C(O)/C=C/c1cn(Cc2ccccc2)nc1-c1cccs1,0%,0%,3%,?,7%,-1%,1%,-1%
CCN(CC)S(=O)(=O)c1ccc(C(=O)NCCCn2ccnc2)cc1,0%,1%,-3%,9%,13%,-1%,5%,i
N#C/C(=C\c1ccc(O)cc1)C(=O)NCC1CCCO1 (stereo unspecified),-7%,8%,/,/,/,-5%,1%,/
O=[N+]([O-])c1ccc(-c2cnc(SCc3ccccc3Cl)[nH]2)cc1,14µM*,-4%,3%,-27%,-25%,-6%,-1%,?
COc1cc(/C=N/Nc2cccc(C)c2)ccc1OC(=O)c1cccs1,?,?,1%,-5%,-1%,-8%,-5%,-8%
C=CCNC(=O)COC(=O)c1cc(S(=O)(=O)N2CCOCC2)ccc1N1CCCCC1,-9%,2%,-2%,5%,/,-2%,-2%,?
Cc1ccccc1C(=O)OC(C)CN1CCOCC1 (stereo unspecified),-11%,0%,10%,?,1%,-3%,1%,-3%
COC(C(=O)NNC(=O)Cc1ccc(Cl)cc1)c1ccccc1 (stereo unspecified),-4%,-8%,5%,-6%,-5%,1%,1%,12%
CCOCCCNCC(O)c1ccccc1 (stereo unspecified),2%,8%,-9%,3%,-4%,0%,10%,-3%
CCOc1ccccc1C(=O)Nc1cnn(Cc2ccc(F)cc2)c1,-6%,5%,5%,-2%,4%,-2%[53 µM],-3%[53 µM],i
COc1ccc(-c2csc(/C(C#N)=C(\O)CSc3nccn3C)n2)cc1OC,18µM*,-3%,208%[activator],?,?,-7%,23%,-3%
O=C(NCc1ccccc1Cl)c1cccn1-c1nnc(N2CCCCC2)s1,-4%,-4%,/,/,/,-6%,4%,/
COc1nc(NC(C)(C)C)nc(Oc2ccc(=O)n(-c3ccccc3)n2)n1,-5%,-1%,/,1%,0%,0%,-6%,i
Cc1ccc(S(=O)(=O)Nc2ccccc2/C=N/c2nc3ccccc3n2C)cc1,-17%,-6%,-7%,-4%,-3%,-6%,1%,-11%
COc1cc(C(C(=O)NC(C)(C)C)N(Cc2ccccc2)C(=O)c2cnccn2)cc(OC)c1OC (stereo unspecified),-5%,4%,3%,-4%,-1%,2%,-7%,2%
CCC(=O)NNC(=O)c1cc(COc2cc(Cl)cc(Cl)c2)on1,/,-2%[0.0958 µM],-9%,18%,/,0%,3%,-11%
CCOc1cc(C(=O)O)cc(Cl)c1OCC#N,3%,-2%,3%,0%,2%,-2%,-12%,-1%
CN(C)S(=O)(=O)c1cccc(NC(=S)NN=C(Cc2ccccc2)Cc2ccccc2)c1,-17%,7%,13%,-9%,?,0%,5%,-13%
CCN(CCN(C)C)C(=O)Cn1ncc2c([nH]c3ccc(C)cc32)c1=O,-4%,-6%,/,/,/,-2%,-3%,/
Cc1nc(SCCOc2ccccc2)[nH]c(=O)c1Cc1ccccc1,16%,-1%,-10%,0%,5%,1%,-2%,-6%
CC(=O)/C(=N\Nc1ccccc1)Sc1cccc2cccnc12,-15%,-2%,-4%,9%,-4%,0%,-7%,-11%
CCc1ccc(C(=O)c2cn(CC(=O)Nc3ccc(F)cc3)c3ccc(F)cc3c2=O)cc1,?,?,/,/,/,-1%,0%,/
Cn1c(NC(=O)c2ccco2)cc(=O)n(C)c1=O,-5%,-2%,-3%,-4%,0%,-2%,-1%,i
COc1ccc(-c2nnc(SCC(=O)NC3CCCCC3)nc2-c2ccc(OC)cc2)cc1,-12%,-14%,/,/,/,2%,-4%,/
COc1ccc(NC(=O)c2cnn(-c3ccc(C)c(C)c3)c2C2CCNCC2)cc1OC,-7%,9%,/,/,/,-1%,3%,/
OC1(c2ccc(OC(F)F)cc2)CSC(=Nc2cccnc2)N1Cc1ccco1 (stereo unspecified),-7%,4%,3%,-2%,-1%,-3%,4%,-5%
Cc1noc(NC(=O)c2cccc(C(F)(F)F)c2)c1Cl,2%,-3%,-4%,4%,7%,0%,5%,i
O=C(c1ccccc1F)N1CCCC(C(=O)N2CCN(c3ccccc3)CC2)C1 (stereo unspecified),-13%,-7%,10%,3%,2%,-2%,3%,-3%
Nc1nc(Cl)cc(NCCc2ccccc2)n1,-6%,1%,260%[activator],-2%,6%,5%,6%,-8%
CCc1ccccc1NC(=S)N(CCN1CCCCCC1)Cc1ccco1,-7%,-4%,13%,6%,/,0%,0%,-12%
O=C1NCCCc2c1oc1ccc(O)cc21,7%,-10%,-35%,-8%,44%[activator],2%,-17%,8%
O=S(=O)(c1ccc(Cl)cc1)n1nnc2ccccc21,-1%,3%,0%,-2%,10%,-1%,-6%,-6%
Cc1ccc(CNC(=O)c2nc(SCc3ccccc3F)ncc2Cl)cc1,-15%,-5%,/,/,/,1%,-8%,/

# 2 consecutive compounds already listed, for reference:
SMILES,Tau fibril ThT,Tau fibril FP,RGS12 GoLoco inh,KDM4E inh,L3MBTL1 inh,TexasRed fluor,TRb-SRC2 inh,RECQ1 helicase
O=S(=O)(c1ccc(Cl)cc1)n1nnc2ccccc21,-1%,3%,0%,-2%,10%,-1%,-6%,-6%
Cc1ccc(CNC(=O)c2nc(SCc3ccccc3F)ncc2Cl)cc1,-15%,-5%,/,/,/,1%,-8%,/

# Entries of single compounds, looked up by structure. Screens in order: Tau fibril ThT, Tau fibril FP, RGS12 GoLoco inh, KDM4E inh, L3MBTL1 inh, TexasRed fluor, TRb-SRC2 inh, RECQ1 helicase
# Shown for CCc1ccccc1NC(=S)N(CCN1CCCCCC1)Cc1ccco1 → -7%, -4%, 13%, 6%, /, 0%, 0%, -12%
# Shown for O=C(c1ccccc1F)N1CCCC(C(=O)N2CCN(c3ccccc3)CC2)C1 (stereo unspecified) → -13%, -7%, 10%, 3%, 2%, -2%, 3%, -3%
# Shown for O=S(=O)(c1ccc(Cl)cc1)n1nnc2ccccc21 → -1%, 3%, 0%, -2%, 10%, -1%, -6%, -6%
# Shown for Cc1noc(NC(=O)c2cccc(C(F)(F)F)c2)c1Cl → 2%, -3%, -4%, 4%, 7%, 0%, 5%, i
# Shown for O=C1NCCCc2c1oc1ccc(O)cc21 → 7%, -10%, -35%, -8%, 44%[activator], 2%, -17%, 8%
